Integrin act MD: qHTS for Activators of Integrin-Mediated Alleviation for Muscular Dystrophy | alpha7betagal myoblasts, beta-gal FDG fluorescence, 48 h | Potency, µM (top dose mostly 38.3 µM), without a hit: at the highest dose activation, actives largely listed as activators | 350,000 tested, 0.064% active;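 further: potency means the concentration at half of the fitted maximal effect; 100% = response of the positive control SU9516; nearly all actives have a fitted effect of over 60% in size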
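alpha7betagal+/- myoblasts (passage 13, 250/well) treated 48 h at 37C with compounds at 1:260 dilution of DMSO stock. Lysed, then beta-galactosidase activity read as FDG fluorescence (ex 480/em 540) after 30 min, with pre-read for autofluorescence.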
TSHR antag: Antagonists of the Thyroid Stimulating Hormone Receptor: HTS campaign. 330,000 tested, 0.2% active. TSHR-expressing cells, TSH-stimulated cAMP HTRF, 2 h; hits give low values. activity change, negative = inhibition, % at 11.5 µM. AID 504810, 2011;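 active means activity change below a set negative limit, meaning inhibition stronger than a set level, cut at about -70% in these data; inconclusive means activity change between two set negative limits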; further: on the % scale 0 is the no-effect control and ±100 the full control effect
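Competitive HTRF cAMP read-out (cryptate anti-cAMP antibody, cAMP-d2; 30 min, room temperature) in freshly harvested TSHR cells. Compounds added before TSH at EC80 (4nM final), followed by 2 hours' incubation at 37 deg C.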
Menin MLL FP TR: qHTS Assay for Inhibitors Targeting the Menin-MLL Interaction in MLL Related Leukemias: Competition With Texas Red Labeled MLL-derived Mutant Peptide | Menin + Texas Red MLL mutant peptide, fluorescence polarization | Potency, µM (titrated, usually from 61.6 µM), inactives show at the highest dose FP activity change, negative = inhibition, actives largely listed as inhibitors | 270,000 tested, 0.23% active; active means well fitted inhibition curve with a large enough effect in the polarisation, with a control signal flat, not every such curve was filed as active; inconclusive means small, poorly fitted or top-dose-only effect, or effect the other way, or a change in a side signal; inactive means no such curve, though single readings can be large or run the other way; the % refers to the polarisation; further: potency means the concentration at half of the fitted maximal effect; % of control where 0% means no effect; many of its hits are not listed in these tables
MBNL1 CUG block: qHTS Assay for Inhibitors of MBNL1-poly(CUG) RNA binding. TR-FRET MBNL1-His/biotin-(CUG)12 binding, 665/545 ratio. Muscleblind-like protein 1 (Homo sapiens), Q9NR56. Potency, µM (highest dose often 57.5 µM), for inactives: at the top dose activity change, negative = inhibition, usual class: inhibitors. 280,000 tested, 0.036% active. AID 2675, 2010; active means well fitted inhibition curve with a large enough effect in the signal ratio, with a control signal flat, not every such curve was filed as active; inconclusive means small, poorly fitted or top-dose-only effect, or effect the other way, or a change in a side signal; inactive means no such curve, though single readings can be large or run the other way; the % refers to the signal ratio; further: potency means the concentration at half of the fitted maximal effect; on the % scale 0 is the no-effect control and ±100 the full control effect
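Ratiometric TR-FRET (665 over 545 nm, excitation 340 nm) tracks disruption of MBNL1-His/biotin-(CUG)12 complex after 60 min at room temperature, with compounds at 92 nM to 58 uM final.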
ASM inhibitor: Inhibitors of Secretory Acid Sphingomyelinase (S-ASM): qHTS; 340,000 tested, 0.006% active; Sphingomyelin phosphodiesterase (Homo sapiens), P17405; Potency, µM (series often up to 57.5 µM), without a hit: at the highest dose activity change, negative = inhibition, hits mostly inhibitors; placental ASM, HMU-PC fluorogenic substrate, 60 min; further: potency means the concentration at half of the fitted maximal effect
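Fluorogenic HMU-PC substrate (9 uM final) is turned over by placental ASM in 60 min at 37 C after a 10 min compound preincubation. Reaction ended by alkaline stop (pH 10), with fluorescence read at 386/447 nm.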
TCR activator: Activators of T cell receptors: qHTS campaign; 330,000 tested, under 10 active; Potency, µM (highest dose often 9.22 µM), for the others: top-dose activation of IL-2 secretion, hits mostly activators; primary human leukocytes, anti-CD3, IL-2 HTRF, 48 h; further: % of control where 0% means no effect
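Compounds are tested in HTS on primary human leukocytes co-incubated with a-CD3 beads for 48 hr. IL-2 output is measured by time-resolved FRET.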
A-T KAP1 phos: qHTS Assay for Identifying a Potential Treatment of Ataxia-Telangiectasia; […] A-T fibroblasts, KAP-1 phosphorylation AlphaLISA; neocarzinostatin DNA damage 30 min before lysis; AID 485349, 2010; 320,000 tested, 0.19% active; Potency, µM (titrated, usually from 57.5 µM), without a hit: at the highest dose activation, most hits filed as activators; further: potency means the concentration at half of the fitted maximal effect; % of control where 0% means no effect; nearly all actives have a fitted effect of over 45% in size
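ATM-like activity read as KAP-1 phosphorylation via AlphaLISA donor/acceptor antibody pairs after lysis and 6 hr at 25C. Cells were ATM-null patient fibroblasts ([…], hTERT), dosed 60 min, then exposed to the DSB inducer NCS for 30 min.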
Mito fusion yeast: qHTS Assay for Small Molecule Inhibitors of Mitochondrial Division or Activators of Mitochondrial Fusion; S. cerevisiae fusion-defective mutant growth rescue, CellTiterGlo 48 h; Potency, µM (titrated, usually from 46.1 µM), inactives show top-dose growth rescue (activation), hits mostly activators; 320,000 tested, 0.23% active; AID 485298, 2010;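 further: potency means the concentration at half of the fitted maximal effect; % of control where 0% means no effect; nearly all actives have a fitted effect of over 45% in size; temperature-sensitive fusion mutants such as fzo1-1 at 37 °C on non-fermentable ethanol glycerol medium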
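S. cerevisiae fusion-defective temperature-sensitive mutants (e.g. fzo1-1, mgm1-5) grown 48 h at 37C in YPEG (ethanol/glycerol non-fermentable) medium with 23 nl compound per well; growth rescue read as CellTiterGlo luminescence.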
TSG101-PTAP inh: qHTS Assay for Iinhibitors of HIV-1 Budding by Blocking the Interaction of PTAP/TSG101; Tumor susceptibility gene 101 protein (Homo sapiens), Q99816; Fluorescence polarization, FITC-PTAP peptide / Tsg101 binding; Potency, µM (highest dose often 115 µM), for the others: at the top dose activity change, negative = inhibition, actives largely listed as inhibitors; 340,000 tested, under 10 active; AID 493005, 2010; active means well fitted inhibition curve with a large enough effect in the main read-out, with a control signal flat, not every such curve was filed as active; inconclusive means small, poorly fitted or top-dose-only effect, or effect the other way, or a change in a side signal; inactive means no such curve, though single readings can be large or run the other way; further: potency means the concentration at half of the fitted maximal effect; % of control where 0% means no effect
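Fluorescence polarization binding of Tsg101 binding domain (10 uM final) to FITC-labeled PTAP peptide (50 nM final) in HEPES pH 7.5 buffer with NaCl, Tween 20, EDTA, TCEP. Compounds added before peptide; binding 20 min at RT.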
CXXC DNA block: qHTS Fluorescence Polarization Assay for Inhibitors of MLL CXXC domain - DNA interaction | Histone-lysine N-methyltransferase 2A (Homo sapiens), Q03164 | MLL-CXXC / FITC-HOXA9 DNA fluorescence polarization | Potency, µM (series often up to 115 µM), inactives show at the highest dose activity change, negative = inhibition, hits mostly inhibitors | 290,000 tested, 0.037% active | AID 2662, 2010; active means well fitted inhibition curve with a large enough effect in the polarisation, with a control signal flat, not every such curve was filed as active; inconclusive means small, poorly fitted or top-dose-only effect, or effect the other way, or a change in a side signal; inactive means no such curve, though single readings can be large or run the other way; the % refers to the polarisation; further: potency means the concentration at half of the fitted maximal effect
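Fluorescence polarization: 7 uM MLL-CXXC (stock) preincubated 5 min with compounds, then 50 nM fluorescein-HOX-A9 DNA (stock) added; 30 min ambient. Buffer 50 mM Tris-HCl pH 7.5, 50 mM NaCl, 1 mM DTT, 0.05% BSA.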
Starred values were filed as active, the others as inactive; ? = inconclusive; / = not tested or not shown; [ ] = remark or other dose. Unless noted, the call rests on the fitted dose curve; in most records, active means well fitted curve in the direction sought with a large enough effect; inconclusive means small, poorly fitted or top-dose-only effect, or another doubt; inactive means no such curve, though single readings can be large; an effect the other way counts as inactive or inconclusive.

no. | Compound | Integrin act MD | TSHR antag | Menin MLL FP TR | MBNL1 CUG block | ASM inhibitor | TCR activator | A-T KAP1 phos | Mito fusion yeast | TSG101-PTAP inh | CXXC DNA block
1 | O=C1NC(=O)C2(CCCCCC2)N1 | -19.6% | / | / | / | 1.9% | 2.8% | / | / | -5.0% | /
2 | Cc1cc2cc(C)c3nnc(SCC(=O)N4CCN(C(=O)c5ccco5)CC4)n3c2cc1C | 5.1% | / | / | / | -0.9% | -0.1% | / | / | -7.5% | /
3 | Cc1ccc(NC(=O)NNC(=O)c2cc3ccccc3cc2O)cc1C | -22.8% | 23.2 | 17.8% | 5.2% | 6.2% | 14.6% | -8.2% | -1.3% | -4.7% | ?
4 | CCOc1ccc(CCNC(=O)CN2C(=O)NC3(CCc4ccccc43)C2=O)cc1OCC (stereo not drawn) | -5.7% | -15.7 | / | / | / | -1.5% | -5.3% | 3.2% | -0.8% | /
5 | COc1ccc(NS(=O)(=O)c2cccc(C(=O)N3CCN(c4ccccc4O)CC3)c2)cc1 | -22.1% | -6.9 | / | / | -10.7% | -7.9% | 11.3% | 1.2% | -1.6% | /
6 | CCOC(=O)c1cc(S(=O)(=O)NCc2ccco2)cn1C | -4.8% | 23.1 | -6.3% | -1.1% | 5.7% | -0.6% | -2.5% | -2.3% | -1.2% | 14.9%
7 | Cc1c(NC(=O)C(C)OC(=O)C(NC(=O)c2ccco2)C(C)C)c(=O)n(-c2ccccc2)n1C (stereo not drawn) | -16.1%[7.66 µM] | 29.2 | 2.3% | -3.1% | -2.3% | 5.4% | 9.2% | 11.0% | -1.7% | 6.8%
8 | O=C(N/N=C/c1cc([N+](=O)[O-])ccc1O)c1cccc(NC(=O)c2cccc(Cl)c2)c1 | -13.0% | 15.8 | ? | 13.5% | -12.9% | 0.3% | 2.2% | 5.6% | -6.2% | -6.2%
9 | c1ccc2[nH]c(Cn3nnc4ccccc43)nc2c1 | 23.7% | 1.8 | / | / | 0.6% | 0.3% | 3.7% | -1.4% | -7.0% | /
10 | Cc1cc(OCCOCCN(C)C)ccc1Cl | 15.3% | 3.6 | 7.9% | -10.1% | 2.3% | -1.1%[46.1 µM] | 1.8% | -3.8% | 1.3% | 10.2%
11 | COc1ccc2c(C)nc(Nc3nc(-c4ccccc4)cc(=O)[nH]3)nc2c1 | -69.6%[inhibitor] | -14.3 | / | 5.3% | -0.3% | -5.5% | 6.3% | 16.7% | 0.7% | 4.9%
12 | CSc1cccc(CN2CCCC(CNC(=O)c3ccco3)C2)c1 (stereo not drawn) | -11.9% | -6.5 | -19.0% | 0.3% | / | -1.7% | 0.9% | -4.1% | -4.2% | ?
13 | Cc1cccnc1NC(=O)c1cc2ccccc2oc1=O | -9.6% | 0.1 | 3.0% | 18.7% | 8.6% | 0.3% | 2.9% | 0.0% | 0.9% | 3.9%
14 | CN(C)CCNc1ncnc2oc(-c3ccccc3)c(-c3ccccc3)c12 | -73.5%[inhibitor] | 8.6 | ? | 18.2% | 2.7% | -6.0% | 14.6% | -11.9% | -2.2% | 13.8%
15 | COc1ccccc1CNC(=O)CN(c1cccc([N+](=O)[O-])c1)S(C)(=O)=O | 4.3% | -0.1 | 0.4% | ? | 2.3% | -4.6% | -2.1% | -0.4% | -4.7% | -9.3%
16 | Cc1ccc(-n2nnc(-c3nccs3)n2)cc1 | -9.6% | -0.1 | 4.4% | -3.5% | 7.7% | -7.6% | -0.1% | -10.4% | / | -15.7%
17 | CCOC(=O)C1(CCc2ccccc2)CCN(C(=O)CCn2cncn2)CC1 | 0.0% | -6.7 | -6.9% | 1.3% | -2.1% | -1.2% | 1.0% | 3.3% | 0.4% | -3.1%
18 | O=C(NC(=S)NCCC1=CCCCC1)c1cncc(Br)c1 | -4.9% | -9.9 | 0.3% | 7.3% | -11.6% | -0.4%[46.1 µM] | 10.2% | 0.8% | 0.7% | 8.9%
19 | CSc1ccccc1NC(=O)c1c(Br)cnn1C | -15.7% | -1.4 | 0.2% | -6.8% | 1.8% | -5.8% | / | 3.2% | -7.3% | -0.8%
20 | NC(=O)[C@H]1CC2(CC(c3cccc(NC(=O)CC(c4ccccc4)c4ccccc4)c3)=NO2)CN1C(=O)c1ccccc1C(=O)c1ccccc1 (stereo partly drawn) | 0.0% | -9.3 | / | 10.7% | -0.3% | -8.7% | 29.0% | 9.1% | 0.8% | 6.1%
21 | C/C(=N/O)c1cccc(N2Cc3ccccc3C2)c1 | 16.9% | -5.3 | 11.2% | 9.6% | -3.9% | 1.2% | -6.7% | -3.2% | -3.1% | -18.2%
22 | CCOC(=O)c1cc([N+](=O)[O-])sc1NC(=O)CC | 17.1% | -10.7 | 4.2% | ? | -9.1% | / | 4.8% | 4.5% | 1.2% | 0.1%
23 | COc1cc(C)ccc1OCc1cc(C(=O)N2CCN(C)C[C@@H]2c2ccccc2)no1 | 6.2% | 3.0 | / | -2.4% | 2.0% | 1.3% | 7.0% | 0.6% | 0.3% | 17.4%
24 | O=S(=O)(c1cc(Cl)ccc1Cl)N1CCc2ccccc21 | -33.4% | -29.2 | 27.4% | -3.3% | 1.8% | -5.4% | 1.8% | -5.3% | -1.0% | 1.1%
25 | Cc1c(NC(=O)Cn2nc(C(F)(F)F)c3c2CCCC3)c(=O)n(-c2ccccc2)n1C | 19.1% | 3.2 | -7.0% | 4.9% | -0.1% | -1.5% | 3.6% | -7.9% | -6.8% | 1.1%
26 | Cc1cc(/C=N/NC(=O)c2cccc(N(C)C)c2)c(C)n1-c1cc(C(=O)O)cc(C(=O)O)c1 | 16.2% | -4.2 | -7.3% | -8.5% | 13.7% | -0.5% | -0.2% | 5.0% | -1.5% | 0.0%
27 | COc1ccc(NC(=O)N2CCCC(CNS(=O)(=O)c3cccs3)C2)c(C)c1 (stereo not drawn) | -266.4%[inhibitor] | 18.3 | -9.6% | 2.6% | -0.7% | -1.6% | -2.8% | 2.3% | -0.8% | -5.5%
28 | Cc1ccc(C(=O)NCc2ccc3c(c2)OCO3)cc1S(=O)(=O)N1CCOCC1 | 28.6% | 6.2 | 1.0% | -4.6% | 15.3% | -4.6% | 6.0% | -2.2% | 4.7% | -6.9%
29 | CN(C)Cc1n[nH]c(=O)c2ccccc12 | 4.6% | 4.7 | -1.9% | -1.7% | -1.3% | -3.8% | -2.3% | 12.6% | -5.1% | 14.5%
30 | CC(=O)N1CCN(c2ccc(NC(=O)COc3ccc(Cl)cc3Cl)cc2)CC1 | -20.0% | -13.1 | 2.9% | -25.6% | 1.4% | -3.8% | 2.4% | 4.2% | -5.1% | -0.7%
31 | CCn1cc(C(=O)NCc2ccco2)c(=O)c2cc(F)c(N3CCN(C(=O)c4ccco4)CC3)cc21 | -35.7% | 13.6 | -13.4% | 1.4% | -0.9% | 7.3% | 0.9% | 4.1% | -5.3% | 0.5%
32 | O=C(CSc1n[nH]c(C2CCCC2)n1)NC1CCCC1 | 1.7% | 4.0 | 0.2% | 0.8% | 8.4% | 7.5% | -1.2% | 0.0% | -0.2% | -7.1%
33 | CCCN(CC1CC1)C(=S)NC(=O)c1ccccc1Br | -21.8% | -6.3 | / | / | 1.5% | 0.9% | 3.7% | 12.3% | -5.6% | /
34 | COc1cc(OC)cc(-c2sc3ccc(OC)cc3c2C#CC2(N)CCCCC2)c1 | -0.9% | -7.6 | / | / | 118.8%[activator] | 8.1% | -2.3% | / | / | /
35 | COc1ccc(CCNC(=O)[C@H](C)NC(=O)[C@@H]2CSC3c4ccccc4C(=O)N32)cc1 (stereo partly drawn) | -2.2% | -2.2 | / | -5.9% | -2.0% | 0.1% | 19.5% | 0.8% | -4.2% | 1.2%
36 | COC(=O)[C@@]12CCCCN1[C@H](c1ccc(-c3cccc(Cl)c3)c(OC)c1)[C@@H]1C(=O)N(C)C(=O)[C@@H]12 | -46.5% | -7.0 | / | / | -11.4% | -2.3% | 15.8% | ? | -5.3% | /

An excerpt, so the mix of outcomes need not match the whole.
